# AMA1-RON2 inh: disrupts binding of P. falciparum AMA1 to RON2. AlphaScreen AMA1-biotinylated RON2 peptide binding. Potency, µM (series often up to 58.2 µM), for the others: at the top dose activity change, negative = inhibition, hits mostly inhibitors. actives 0.2% (n = 360,000). AID 720542;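 note: potency is the fitted concentration of half-maximal effect; 0% = vehicle wells and -100% = peptide control; nearly all actives have a fitted effect of over 45% in size; some results filed as inactive show a strong effect at the top dose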
#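 AMA1 (3D7) with his tag at 25 nM final met compounds first, then biotinylated RON2 peptide at 25 nM; detection used donor plus acceptor beads, 10 µg/mL apiece, read by AlphaScreen after 30 min at room temperature.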
# Shiga toxin inh: Shiga toxin inhibition; Vero cells, Shiga toxin protein synthesis inhibition reporter; inhibition, % at 38.7 µM; actives 9.2% (n = 290,000); AID 2315; in the data active = inhibition mostly above about 28%, no sharp cut-off; inactive = mostly below about 43%; note: 0% is about no effect
# Pf growth 48h: inhibits P. falciparum growth in the first generation, 48 h | P. falciparum luciferase growth in erythrocytes, 48 h | Potency, µM (highest dose often 28.7 µM), without a hit: top-dose activity change, negative = inhibition, actives largely listed as inhibitors | actives 5.9% (n = 310,000) | AID 504832; note: potency is the fitted concentration of half-maximal effect; % is set by controls: 0 for no effect and ±100 for the full control effect
#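 Parasite viability was followed by luminescence of a genomically integrated firefly luciferase. Cultures held 0.1% parasitemia at 2% hematocrit (final), incubated under 5% CO2 at 37 C.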
# Cycloheximide cs: affects cycloheximide protein synthesis inhibition readout, counter-screen; max response, %; actives 12% (n = 300,000); cell reporter, cycloheximide protein synthesis inhibition counterscreen; in the data active = max response mostly above about 13%, no sharp cut-off; inactive = mostly below about 14%; note: read at 38.3 µM for the half of the compounds with a filed dose; 0% is about no effect
# Pf growth 96h: P. falciparum growth inhibition at 96 hour, primary screen for plastid delayed-death inhibitors. Potency, µM (top dose mostly 28.7 µM), inactives show top-dose activity change, negative = inhibition, usual class: inhibitors. actives 6.9% (n = 320,000). P. falciparum luciferase reporter growth, 96 h; note: potency is the fitted concentration of half-maximal effect; % is set by controls: 0 for no effect and ±100 for the full control effect
#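 Two-generation exposure (96 h) targets delayed-death phenotype. Reporter parasites carrying integrated firefly luciferase, in red cells at 2% hematocrit and 0.05% parasitemia final, kept at 37 C, 5% CO2; luminescence loss indicates inhibition.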
# LmPK inh: LmPK (Leishmania mexicana) enzyme inhibition. purified LmPK, Kinase-Glo ATP luminescence, 1 h. Potency, µM (doses to about 57.5 µM), for inactives: top-dose activity change, negative = inhibition, most hits filed as inhibitors. actives 0.37% (n = 290,000). AID 1721; note: potency is the fitted concentration of half-maximal effect; % is set by controls: 0 for no effect and ±100 for the full control effect
# Target sequence (Q27686 whole entry, looked up): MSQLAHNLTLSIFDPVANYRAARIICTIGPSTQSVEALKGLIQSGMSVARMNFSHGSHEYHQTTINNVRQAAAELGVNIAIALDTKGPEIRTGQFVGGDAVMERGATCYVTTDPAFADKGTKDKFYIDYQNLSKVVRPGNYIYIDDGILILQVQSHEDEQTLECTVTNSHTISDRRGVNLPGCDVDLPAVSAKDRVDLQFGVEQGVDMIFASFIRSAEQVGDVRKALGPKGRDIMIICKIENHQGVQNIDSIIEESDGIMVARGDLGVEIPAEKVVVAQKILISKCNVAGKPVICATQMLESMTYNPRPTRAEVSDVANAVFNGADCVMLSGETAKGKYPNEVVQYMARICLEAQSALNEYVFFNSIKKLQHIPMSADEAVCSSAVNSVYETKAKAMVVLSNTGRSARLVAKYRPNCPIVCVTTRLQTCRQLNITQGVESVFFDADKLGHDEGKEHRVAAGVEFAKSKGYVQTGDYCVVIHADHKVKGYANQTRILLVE
#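 Purified LmPK (0.1 nM) converted ADP (0.1 mM) to ATP with PEP (0.5 mM) in imidazole buffer pH 7.2 with KCl and MgCl2, 1 h at room temperature. ATP was read by Kinase-Glo luminescence; data normalized to uninhibited and no-enzyme controls.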
# TbPYK inhibitor: inhibitors of Trypanosoma brucei pyruvate kinase | Q57TT1 | TbPYK enzyme, Kinase-Glo Plus ATP luminescence, 45 min | Potency, µM (titrated, usually from 76.8 µM), for the others: at the top dose activity, negative = inhibition, hits mostly inhibitors | actives 0.12% (n = 410,000); note: potency is the fitted concentration of half-maximal effect; % is set by controls: 0 for no effect and ±100 for the full control effect; nearly all actives have a fitted effect of over 50% in size
#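 Screened from lowest to highest concentration, compounds were pinned into TbPYK/substrate mixtures, and ADP (130 uM final) was added. Plates sat at room temperature for 45 min prior to Kinase-Glo Plus detection by luminescence.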
# * hit, by the source's call; ? = inconclusive; / = not tested or not shown; & = joins results of further samples; [ ] = another dose, or the depositor's remark. Unless noted, calls come from the whole dose curve; as a rule, active = well fitted curve in the direction sought with a large enough effect; inconclusive = small, poorly fitted or top-dose-only effect, or another doubt; inactive = no such curve, though single readings can be large; an effect the other way counts as inactive or inconclusive.
SMILES,AMA1-RON2 inh,Shiga toxin inh,Pf growth 48h,Cycloheximide cs,Pf growth 96h,LmPK inh,TbPYK inhibitor
CCOC(=O)C1CCN(C(=O)COC(=O)c2ccc3c(c2)C(=O)N(c2ccc(OCC)cc2)C3=O)CC1,-2.8%,-1.3,-4.0%,-0.9,8.4%,7.0%,-0.3%
Cc1c(C)n(CCc2ccccc2)c2ncnc(NCCCN(C)C)c12,-21.5%,28.0*,?,17.5,?,-2.5%,5.7%
CC(C)CCNC(=O)CN(CCCN1CCOCC1)C(=O)Cn1nnc(-c2ccc(F)cc2)n1,7.1%,-2.3,/,-2.1,?,5.8%,-3.4%
CN1CCN(c2nccc3c2ncn3C)CC1,10.3%,-4.9,0.0%,-1.8,47.2%[activator],-3.5%,-0.7%
CCC(=O)N1CCc2cc(Br)cc(S(=O)(=O)CCC(=O)N(C)c3cccc(C)c3)c21,/,/,11.7µM*,/,5.22µM*,/,-21.3%
CC(C)(C)c1ccc(NC(=O)Nc2ccc3ccccc3n2)cc1,0.1%,-10.6,-11.0%,-1.6,?,1.5%,4.7%
COC(=O)N/N=C/c1ccccc1,-1.1%,29.9,23.2%,16.6*,19.8%,-5.8%,1.5%
Cc1ccc(CN2CCC(n3nccc3NC(=O)C3CCOC3)CC2)cc1 (centres undefined),9.4%,1.7,30.4%[activator],1.1,0.7%,-7.2%,-0.8%
COC(=O)c1nnc(-c2ccccc2)c(-c2ccccc2)n1,-3.5%,22.5,6.8%,-2.6,-18.4%,-5.5%,1.9%
Cc1ccc(S(=O)(=O)n2nc(OC(=O)c3ccccc3F)cc2N)cc1,19.5%,-9.8,9.9%,-1.8,11.7µM*,10.8%,-6.1%
COCCCNc1ncnc2sc3c(c12)CCC(C)C3 (centres undefined),-2.2%,5.2,7.8%,4.7,10.7%,-10.5%,-3.3%
O=C1NC(=O)C2(COC(c3cccnc3)OC2)S1 (centres undefined),-4.1%,19.9,8.6%,4.4,-16.0%,1.4%,-2.8%
COc1cccc(/C=N/NC(=O)c2csc(-n3nc(C)cc3C(F)(F)F)n2)c1,-9.6%,-3.6,10.3%,-1.4,?,-4.4%,0.3%
Cc1ccc(NC(=O)NNC(=O)c2sccc2-n2cccc2)cc1,37.2%[activator],-5.4,3.3%,0.8,42.9%[activator],0.5%,-9.4%
C[C@]1(C(=O)O)Cc2oncc2C[C@@H]1C(=O)O,-12.4%,11.1,4.2%,-2.0,29.4%,-3.1%,-11.8%
COC(=O)c1c(NC(=O)CN2CCN(C(=O)c3ccco3)CC2)c2c(C)cccc2n1C,1.6%,-2.9,?,11.6,/,7.3%,-1.8%
CCOC(=O)C(=CN(CCc1ccccc1)CC(=O)OC)C(=O)OCC,-3.0%,-11.7,-12.5%,-3.1,?,1.5%,4.5%
COC(=O)[C@@H](NC(=O)NC1CCCc2ccccc21)C(C)C (some centres undefined),-8.5%,22.9,-18.8%,-1.2,29.1%,2.8%,-3.1%
N=C1c2ccccc2CN1NC(=O)C1CC1,7.4%,-13.3,0.0%,-1.4,-1.1%,-2.4%,4.1%
Cc1ccc(NC(=O)/C(Cl)=C\c2ccccc2)cc1,0.0%,5.8,0.0%,5.9,3.7%,4.9%,0.9%

# Four entries out of the list, arranged by formula weight, largest number first:
SMILES,AMA1-RON2 inh,Shiga toxin inh,Pf growth 48h,Cycloheximide cs,Pf growth 96h,LmPK inh,TbPYK inhibitor
COC(=O)c1c(NC(=O)CN2CCN(C(=O)c3ccco3)CC2)c2c(C)cccc2n1C,1.6%,-2.9,?,11.6,/,7.3%,-1.8%
COc1cccc(/C=N/NC(=O)c2csc(-n3nc(C)cc3C(F)(F)F)n2)c1,-9.6%,-3.6,10.3%,-1.4,?,-4.4%,0.3%
COC(=O)[C@@H](NC(=O)NC1CCCc2ccccc21)C(C)C (some centres undefined),-8.5%,22.9,-18.8%,-1.2,29.1%,2.8%,-3.1%
COC(=O)N/N=C/c1ccccc1,-1.1%,29.9,23.2%,16.6*,19.8%,-5.8%,1.5%

# (list continues)
SMILES,AMA1-RON2 inh,Shiga toxin inh,Pf growth 48h,Cycloheximide cs,Pf growth 96h,LmPK inh,TbPYK inhibitor
COc1ccc(Nc2ncc(C(=O)N3CCN(c4ccc(F)cc4)CC3)c3ccccc23)cc1,-5.5%,-18.0,?,2.2,1.85µM*,-1.2%,-9.3%&0.5%
CCCOP(=O)(OCCC)c1c([N+](=O)[O-])cc(C(F)(F)F)cc1[N+](=O)[O-],-4.0%,-13.0,/,-2.8,9.28µM*,1.4%,-0.2%
CC(C)Oc1ccc(C(=O)NCc2cccs2)cc1,6.6%,36.2*,/,50.1*,23.3%,0.0%,4.0%
CCOc1ccc(NC(=O)N2CCc3ccccc3C2)cc1,2.8%,58.0*,49.9%[activator],47.7*,?,3.2%,4.9%
Cc1cc(OC(=O)c2ccccc2C(F)(F)F)c([N+](=O)[O-])c(=O)[nH]1,0.0%,-3.8,22.2%,-3.4,30.5%[activator],-1.7%,4.1%
COCCN(Cc1nc2ccccc2c(=O)[nH]1)C(=O)c1cccc(S(=O)(=O)N2CCCC2)c1,16.7%,/,?,/,-29.0%,/,2.8%
O=C(c1cc2n(n1)C(C(F)(F)F)CC(c1ccc(Cl)cc1)N2)N1CCCC1 (centres undefined),3.6%,11.2,1.1%,-4.1,82.8%[activator],-1.9%,-1.3%
O=C(Nc1ccc([N+](=O)[O-])cn1)c1cc(-c2cccc(Cl)c2)nc2ccccc12,-0.8%,-5.2,2.08µM*,-4.1,-20.6%,-1.6%,-18.8%
Cc1ccc(-n2nc(C(=O)O)c(C)c(C#N)c2=O)cc1Cl,1.3%,-1.0,3.0%,-1.6,?,0.8%,-25.7%
O=C(NCCC1=CCCCC1)C1CCN(S(=O)(=O)c2cccc3nsnc23)CC1,7.2%,-6.6,?,-3.0,1.85µM*,3.0%,-3.6%
N#CCCn1cc(C(N)=O)c(-c2ccc3ccccc3c2)n1,-9.7%,-3.9,?,5.2,?,3.2%,3.0%
CN(C)c1ccc(NC(=O)Oc2ccccc2)cc1,?,59.9*,/,28.9*,0.147µM*,?,?
O=C(COc1ccc2c(-c3ccccc3)cc(=O)oc2c1)Nc1ccc(CN2CCOCC2)cc1,-1.5%,-4.1,-10.0%,-1.9,?,-4.7%,-1.9%
CCOC(=O)N1CCN(C(=O)c2ccccc2NC(=O)c2ccc(Br)cc2)CC1,-2.8%,14.7,2.4%,1.2,75.8%[activator],4.4%,0.0%
O=C(Nc1cccc([N+](=O)[O-])c1)c1cc(S(=O)(=O)Nc2ccccn2)ccc1Cl,-1.8%,-10.3,-8.6%,-2.3,29.9%,2.9%,-14.8%
CCOC(=O)c1c(NC(=S)Nc2ccc(Cl)cc2)sc(C)c1C,20.7%,5.4,/,-2.3,?,2.1%,-1.2%
CC(=O)N1CCN(c2c(F)c(F)c(C(F)(F)F)c(F)c2F)CC1,-19.6%,-18.4,11.1%,0.7,-11.3%,1.5%,5.0%
CCCc1ccc2oc(C(=O)NCCc3cnn(C)c3)c(C)c2c1,-4.3%,104.2*,32.2%[activator],34.0*,67.9%[activator],0.4%,-12.8%
COc1cc(-c2nc3ccccn3c2/N=C/c2ccc(F)cc2)ccc1O,-8.5%,23.8,21.1%,15.7*,?,0.6%,-4.6%
Cc1ccc(-c2cc(C(F)(F)F)nc(SCC(=O)c3cccc([N+](=O)[O-])c3)n2)cc1,-8.7%,-3.7,?,-3.1,13.1µM*,2.8%,1.1%
COCCn1c(N2CCN(c3ccccc3)CC2)nc2c1c(=O)n(C)c(=O)n2C,-3.7%,14.4,-2.5%,-5.1,37.4%[activator],3.9%,2.7%
Cc1cnc(C(=O)NCCc2ccc(Cl)cc2)cn1,-6.8%,73.1*,51.4%[activator],55.5*,58.8%[activator],-6.8%,4.3%
O=C(CSC1=NCCS1)NCc1ccco1,2.3%,-3.4,8.2%,1.7,12.6%,-1.6%,?
CC(=O)Nc1ccc(S(=O)(=O)N2CCN(C(=O)c3ccco3)CC2)cc1,0.8%,-4.6,44.7%[0.00184 µM],21.2*,?,-1.7%,-9.8%
COc1ccc(Nc2cc(C(=O)N3CCc4ccccc4C3)c3ccccc3n2)c(OC)c1,-16.6%,16.6,13.1µM*,8.9,19.6%,4.7%,3.2%
CN(C)S(=O)(=O)c1cc(NC(=O)CN2CCNC(=O)C2)ccc1Cl,1.9%,-4.0,7.0%,-0.8,6.0%,-3.3%,-6.4%
COc1ccc(NC(=O)CCCNC(=O)Cn2cnc3sc(C)c(C)c3c2=O)c(OC)c1,11.5%,-4.4,13.5%,-3.9,31.4%[activator],-8.1%,2.1%
O=C(Nc1cccc2ccccc12)c1ccccc1Cl,-1.1%,4.5,16.9%,6.0,-2.6%,-7.3%,-1.8%
COc1cccc(NC(=O)[C@H](Cc2c[nH]c3ccccc23)NC(=O)[C@@H]2Cc3ccccc3CN2)c1,31.3%[activator],9.7,9.28µM*,9.0,11.7µM*,6.3%,-1.0%
CC(C)CC1Nc2ccc(C(=O)NCCCN3CCOCC3)cc2NC1=O (centres undefined),1.2%,-4.2,0.3%,-2.4,?,-3.3%,0.0%
COc1cc(/C=C2/C(=N)N3C=CSC3=NC2=O)ccc1OCCCOc1cc(C)ccc1C,65.1%[activator],-4.5,76.3%[activator],10.3,59.4%[activator],2.3%,-7.1%
COc1ccc(Br)cc1S(=O)(=O)n1ccnc1,-0.4%,6.9,6.4%,-7.2,-7.7%,-3.4%[11.5 µM],-11.3%
Clc1cccc(OCCCCN2CCCCC2)c1,1.7%,-11.6,-24.3%,-1.3,?,-14.3%,-1.3%
O=C(CN1CCCC1=O)N1CCOCC1,-5.3%,-0.4,20.3%,2.1,?,2.0%,4.2%
COc1ccc(C(CNC(=O)CN2C(=O)NC3(CC(C)CC(C)(C)C3)C2=O)N2CCOCC2)cc1 (centres undefined),-0.8%,-13.5,?,-2.6,?,0.8%,3.4%
COc1cc(OC)cc(C(=O)NC(=S)Nc2ccc(NC(=O)c3ccco3)cc2)c1,-4.8%,1.5,9.2%,-1.2,19.8%,-1.6%,-10.9%
CCOC(=O)Cn1cnc2scc(-c3ccc(C)cc3)c2c1=O,-4.1%,-10.5,7.5%,-1.9,?,-0.2%,-1.5%
O=C(COC(=O)c1cc(S(=O)(=O)N2CCOCC2)ccc1Cl)NCc1ccco1,12.1%,/,38.8%[activator],/,23.0%,/,-1.2%
COc1ccc2c(c1)-c1nc(NC(=O)c3cccs3)sc1CC2,5.7%,75.5*,?,24.3*,15.1%,1.4%,-7.9%
Cc1ccc2c(c1)N(CC(=O)Nc1ccc3c(c1)OCCO3)C(=O)CO2,-0.2%,11.5,0.2%,5.0,-20.9%,-6.8%,2.7%
CCS(=O)(=O)c1ccc(O)c(NC(=O)/C=C/c2ccccc2)c1,5.9%,73.3*,37.0%[activator],28.4*,20.6%,2.1%,-1.4%
CCCCN(CCCC)C(=O)c1c[nH]c2ccc(S(=O)(=O)Nc3cccc(Cl)c3C)cc2c1=O,/,/,7.8%,/,28.4%,/,-0.1%
